Compound activity from PubChem.
Pf apPOL block: Pf-apPOL inhibitors, biochemical, fluorescence. AID 1794808, 2022. 210,000 compounds, 0.25% hits. Recombinant Pf-apPOL, molecular beacon fluorescence, 1.5 h. inhibition, % at 10 µM
mHTT-CaM PPI inh: mutant huntingtin-calmodulin interaction inhibitors – biochemical, AlphaScreen, primary screen; P42858; AlphaScreen His-mHTT/GST-CaM binding, luminescence; inhibition, % at 15 µM; 190,000 compounds, 3.6% hits;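 note: 0% = both proteins with DMSO and 100% = one protein alone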
Starred values were filed as active, the others as inactive; / = no result given; & = joins results of further samples. Cut-off read from the data, not from the text of the source: active = inhibition above about 50%; inactive = the rest. The list is partial, so the mix of outcomes need not match the whole.

SMILES	Pf apPOL block	mHTT-CaM PPI inh
CC1(C)CC(N2C(=O)OC(C)(C)C2(C)O)CC(C)(C)N1 (configuration not stated)	0.1	-3.5&-3.0
COCCN1CCC(N2CCCN(C(=O)c3ccc(C(F)(F)F)cc3)CC2)C1=O (configuration not stated)	1.9	-1.0
CCN(CC)CCCNC(=O)CC(C(=O)N1CCc2ccccc21)n1ccnc1 (configuration not stated)	-5.3	-2.0
CS(=O)(=O)Nc1ccc2[nH]cc(C#N)c2c1	-2.8	/
CC(C)N1C(=O)C(C)N(C(=O)NC2CCCC2)c2cccnc21 (configuration not stated)	-11.1	4.9
COc1cccc(C(=O)NCc2cccnc2-c2ccc(F)cc2)c1	-1.1	-5.5
O=C(Nc1ccc(Cl)cc1)C1CCCN(c2ncnc3c2nc2n3CCCCC2)C1 (configuration not stated)	0.1	-0.3
O=C(C1=CN(c2ccc(F)c(F)c2)c2ccccc2S1(=O)=O)N1CCCCC1	0.2	-5.1
CCc1nc(-n2cccc2)sc1C(=O)Nc1cccc(C)c1	-3.5	-12.8
CCc1nc(CC)n2ccn(Cc3ccc(OC)cc3)c(=O)c12	-2.3	3.1
CNC(=O)C1CN(C(=O)Nc2cc(Cl)ccc2C)CC12CCCC2 (configuration not stated)	-4.8	-8.9
Cc1cccc(-c2noc(C3CCCN3S(=O)(=O)c3cccc(Cl)c3C)n2)c1 (configuration not stated)	-0.9	-54.2
CCc1cc(-c2cnnn2CCc2c[nH]c3ccccc23)ccc1-c1cn(CC(C)C)nn1	-7.6	27.1
CC(C)c1ccccc1NC(=O)c1ccccc1N	-8.4	-2.7
O=C(NCCCN1CCOCC1)C1CCN(Cc2ccc(Cl)cc2)CC1	-5.5	2.1
Cc1ccc(C(=O)Nc2c3c(nn2-c2ccc([N+](=O)[O-])cc2)CSC3)cc1[N+](=O)[O-]	-4.4	-1.0
Cc1c(C(=O)O)oc2c1C(=O)CC(C)(C)C2	20.7	-1.2
COc1cc2oc(=O)cc(CN3CCCCCCC3)c2cc1Cl	2.9	16.1
COc1ccc(C2=NN(C(C#N)c3ccc(OC)cc3)C(c3ccccc3)C2)cc1 (configuration not stated)	-1.3	21.0
O=C1C(=Cc2ccc(Br)o2)C(=O)c2ccccc21	-0.5	77.0*
CCN(CC)c1ccc(C=Nc2ccccc2)c(O)c1	-6.3	8.0
COc1cc(S(=O)(=O)n2cnc3ccccc32)ccc1Br	0.8	-12.6
COc1ccc(C(C)NC(=O)c2cc3ccccn3c2)cc1 (configuration not stated)	5.6	32.3
COc1ccccc1CCC(=O)N1CCC2(C1)Nc1cccnc1NC2=NC1CCCC1 (configuration not stated)	1.5	16.8
CCc1cccc(NC(=O)c2cc3cc4ccc(OC)cc4nc3o2)c1	-1.5	3.0

One compound at a time (already shown). Order of values: Pf apPOL block	mHTT-CaM PPI inh
Profile of COc1ccc(C2=NN(C(C#N)c3ccc(OC)cc3)C(c3ccccc3)C2)cc1 (configuration not stated) : -1.3	21.0
Profile of CC(C)c1ccccc1NC(=O)c1ccccc1N : -8.4	-2.7

Going on with the list.
SMILES	Pf apPOL block	mHTT-CaM PPI inh
COCc1cc(=O)n2c(n1)N(Cc1c(C)noc1C)CC2	0.8	-7.8
CNC(=O)CN1C(=O)/C(=C/c2ccc(Cl)cc2)Sc2ccccc21	4.3	10.0
CN1CCN(C2CCN(C(=O)c3ccc(Cl)cc3)CC2)C1=O	-0.4	4.5
O=[N+]([O-])c1cc2c(cc1C=Nc1ccc(Cl)c(C(F)(F)F)c1)OCO2	6.4	25.0
CC(=O)c1cccc(NC(=O)C(Cc2ccccc2)N2C(=O)C3C4CCC(C4)C3C2=O)c1 (configuration not stated)	-11.6	14.0
Cc1ccc(S(=O)(=O)NCC(O)c2ccc(C(F)(F)F)cc2)s1 (configuration not stated)	-3.6	2.5
Cc1occc1C(=O)Nc1ccc(Br)cc1F	-4.3	-6.1
CCOC(=O)c1ccc(NC(=O)C2C(=O)NC3(C)CC2c2ccccc2O3)cc1 (configuration not stated)	-2.6	7.2
O=C(O)c1ccc(S(=O)(=O)N2CCc3ccccc3C2)cc1	-8.2	-12.5
COc1ccc(NC(=O)CN2C(=O)NC3(CCCCC3)C2=O)cc1Cl	-1.5	3.3
Cc1oc(C2CCN(C(=O)C3CCCCC3)CC2)nc1C(=O)N1CCCC1	-2.5	-6.4
Cc1cc(NC(=O)C(C)C)nc2c1c(=O)oc1ccccc12	7.5	12.0
Cc1ccccc1NS(=O)(=O)c1ccc2[nH]cc(C(=O)N3CCCCC3)c(=O)c2c1	-15.5	6.0
Cc1ccc(CNC(=O)C2CCN(c3nnc(-c4ccccc4)o3)CC2)cc1	2.1	7.8
O=[N+]([O-])c1ccc(S(=O)(=O)N2CCN(c3ccccn3)CC2)cc1	-1.1	-0.3
C=CCSc1nnc2c(n1)OC(c1ccc([N+](=O)[O-])cc1)Nc1ccccc1-2 (configuration not stated)	-3.4	2.0
O=C(O)c1ccc(N2C(=O)c3ccccc3C2=O)cc1O	-9.9	24.0
O=[N+]([O-])c1ccc(S(=O)(=O)N2CCN(C/C=C/c3ccccc3)CC2)cc1	-4.8	-1.2
O=C(c1ccccc1F)N1CCC(c2nnc(C(F)(F)F)o2)CC1	3.3	-11.2
O=[N+]([O-])c1cccc(C2CC(c3ccc(Br)cc3)Nc3ncnn32)c1 (configuration not stated)	2.7	40.0
CC1=CS(=O)(=O)C(C)=CC1=O	/	4.0
CCCC=C1OC(=O)C2=C1CCC=C2	25.1	/
CCOC(=O)C1CCN(C(=O)c2cn(C)c3ncccc23)CC1	-1.7	-7.5
Cc1ccc(-n2c(=O)c3sccc3n(Cc3ccccc3)c2=O)cc1	-5.3	5.0
CCC(CC)C(=O)Nc1ccccc1NC(C)=O	-4.4	-4.0

Carrying on.
SMILES	Pf apPOL block	mHTT-CaM PPI inh
CCOC(=O)N1CCC(NC(=O)c2sc3ccccc3c2Cl)CC1	-11.3	/
CC12C=CC(O1)C1C(=O)N(c3ccccc3C#N)C(=O)C12 (configuration not stated)	2.6	-1.0
CC(C)Cn1c(C2CCN(C(=O)c3n[nH]c4c3CCCC4)C2)nc2ccncc21 (configuration not stated)	-6.3	5.2
CCCCN1C(=O)C(C)(C(=O)Nc2ccc(F)cc2C)Oc2cccnc21 (configuration not stated)	-2.3	-7.3
O=C(NCCNC(=O)c1ccc2c(c1)OCO2)c1ccc(NC(=O)C2CC2)cc1	0.8	-9.3
CC12CCC(C(=O)O)(c3nc4c(ccc5ncccc54)nc31)C2(C)C (configuration not stated)	-19.3	-3.2
O=Cc1ccc(OCC(=O)Nc2ccc(F)cc2)cc1	-6.8	4.2
Cc1ccc(N2CC(=O)NC2=O)cc1	3.5	-10.6
O=C(Nc1cccc([N+](=O)[O-])c1)c1ccc(Br)c(S(=O)(=O)N2CCCC2)c1	-0.4	7.9
CCc1c(C)sc(NC(=O)CCc2ccc(OC)cc2)c1C(N)=O	-5.8	-0.9
CC(=O)N1CCc2cc(Br)cc(S(=O)(=O)NCc3cccs3)c21	1.2	-1.0
CCOc1cc(/C=C/c2ccc3cccc(O)c3n2)ccc1O	-7.1	47.9
c1ccc(CSc2ccc(-n3cccn3)nn2)nc1	0.2	-4.1
COc1ccc(Cl)cc1NCCN=Cc1cccc(OC)c1O	8.6	/
O=C(c1cccc(Cl)c1)N1CCC(n2c(-c3ccco3)nc3cccnc32)C1 (configuration not stated)	3.5	50.8*
c1csc(C2CC3(CS2)Nc2ccccc2S3)c1 (configuration not stated)	-6.3	/
COc1ccc(NC(=O)COc2ccc(N3CC(C(=O)NCC(C)C)CC3=O)cc2)cc1 (configuration not stated)	-2.8	5.5
Cc1nn(C)c(C)c1-c1ncnn1-c1sc2c(c1C#N)CCCC2	0.0	20.0
O=[N+]([O-])c1cc2c(cc1C=Nc1ccc3oc(-c4ccccc4)nc3c1)OCO2	-1.4	34.0
O=C(COc1ccccc1Br)NC1CCCCC1	-5.0	-3.8
Cc1noc(C)c1NC(=O)NCc1csc(-c2cccs2)n1	-5.8	/
CN(C)c1ccc(C=Nc2nc(-c3ccccc3)cs2)cc1	-0.6	65.0*
O=C(Nc1ccc(CN2CCCCC2)cc1)C1CCCN(C(=O)c2cccc(Cl)c2)C1 (configuration not stated)	-0.6	32.6
Cc1ccc(F)c(NC(=O)C2CCCCC2C(=O)O)c1 (configuration not stated)	-8.4	-1.1
CCCn1cc2c3c(cccc31)CN(C(=O)COc1ccc(F)cc1)CC2	-3.0	54.8*

Continued.
SMILES	Pf apPOL block	mHTT-CaM PPI inh
COc1cc(S(=O)(=O)N2CCC(C)CC2)c(OC)cc1Cl	-6.1	-13.2
COCC(=O)N1CCCN(C2=Nc3ccc(C)cc3Oc3ccc(C)cc32)CC1	-1.9	43.1
CCOc1ccc(C(=O)N2CCCC3(C2)Nc2cccnc2NC3=NC2CCCC2)cc1 (configuration not stated)	-2.8	1.5
O=C(NCCSCc1ccco1)C1CCN(c2nc3cccnc3s2)CC1	-5.7	1.4
O=C(Nc1ccc(Br)cc1)c1cc(-c2ccc(Br)cc2)on1	-11.0	-5.0
Cc1cccc2nnc(N3CCCC(C(=O)Nc4ccc5c(c4)OCO5)C3)n12 (configuration not stated)	-0.4	40.4
O=C(NCc1ccc2c(c1)OCO2)c1ccsc1	-11.3	/
CC1CCN(Cc2csc(N3CCN(C(=O)Cc4cccc(Cl)c4)CC3)n2)CC1	-2.8	16.7
CC(C)n1c(=O)c(NCCc2ccccc2)nc2ccncc21	-13.9	-5.5
NC(=O)c1cc(NC(=O)c2ccco2)ccc1N1CCCCC1	-3.0	2.5
COc1ccc(-n2c(CN3CCN(C(=O)NC4CCCCC4)CC3)nc3cccnc32)cc1	2.5	9.1
Cc1cc(C(=O)N2CCCC2c2cc(C(C)C)no2)on1 (configuration not stated)	6.4	-2.1
CN(C)c1ccc(NC(=O)c2ccc(N(C)C)cc2)cc1	-2.7	72.2*
C=CCn1c2ccccc2c2nn(C)c(=S)nc21	-14.2	/
CN(CCc1ccccc1)C1CCN(Cc2ccccc2)CC1	-0.4	6.4
Cc1ccc(N(CC(=O)N2CCOCC2)S(C)(=O)=O)cc1Cl	5.2	4.3
[O-][N+](=Nc1ccc(Cl)cc1)c1ccc(Cl)cc1	/	-3.7
CCOC(=O)Cn1c(=O)c2cnc3c(c(C)nn3C)c2n1C	-11.3	/
Cc1cccc(OCc2nc(C(=O)N3CCC(C)CC3)cs2)c1C	-2.8	-0.8
CCC(=O)N1CCc2cc(N3CC(C(=O)NCc4ccncc4)CC3=O)ccc21 (configuration not stated)	6.1	3.7
Cc1cc(NC(=O)CN2CCOCC2)n(-c2ccccc2)n1	1.2	/
O=[N+]([O-])c1cc(Cl)c(-n2cccc2)cc1Sc1nc(-c2ccccc2)c(-c2ccccc2)o1	-5.8	/
CCCCC(=O)Nc1ccc(NC(=O)c2ccccc2I)cc1OC	2.4	-4.1
COc1cc(C=O)ccc1OCCOc1ccccc1[N+](=O)[O-]	-6.0	4.6
Cc1cccc(OCC(=O)Nc2ccc(C)cc2[N+](=O)[O-])c1	-3.6	8.8

Pulled by structure from the list above (6):
SMILES	Pf apPOL block	mHTT-CaM PPI inh
O=C(Nc1cccc([N+](=O)[O-])c1)c1ccc(Br)c(S(=O)(=O)N2CCCC2)c1	-0.4	7.9
Cc1cc(C(=O)N2CCCC2c2cc(C(C)C)no2)on1 (configuration not stated)	6.4	-2.1
Cc1cccc(OCc2nc(C(=O)N3CCC(C)CC3)cs2)c1C	-2.8	-0.8
O=C(O)c1ccc(S(=O)(=O)N2CCc3ccccc3C2)cc1	-8.2	-12.5
COc1ccccc1CCC(=O)N1CCC2(C1)Nc1cccnc1NC2=NC1CCCC1 (configuration not stated)	1.5	16.8
Cc1ccc(C(=O)Nc2c3c(nn2-c2ccc([N+](=O)[O-])cc2)CSC3)cc1[N+](=O)[O-]	-4.4	-1.0

Further structures follow.
SMILES	Pf apPOL block	mHTT-CaM PPI inh
Cc1ccc(N2C(=O)Nc3cc(Cl)c(Cl)cc3N2O)cc1Cl	-3.6	-2.0
CCc1cccc(OCC(=O)NC2CCCCC2)c1	-3.2	-17.7
O=c1c2cc(F)ccc2ncn1C1CCN(S(=O)(=O)Cc2ccccc2)CC1	-2.6	-7.3
CCCNC(=O)N1CCN(Cc2nc3cccnc3n2-c2cccc(C)c2)CC1	-0.5	-0.7
O=C(Nc1nncs1)C(Sc1ccccc1)c1ccccc1 (configuration not stated)	4.9	-2.4
CCn1ccc2sc(C)c(C(=O)N3CCN(c4ccc(F)cc4)CC3)c2c1=O	-2.9	54.9*
O=C(NC1=NCCCN1)c1c(Cl)cccc1Cl	-7.3	/
Cc1oc2cc(OC(C)C)ccc2c(=O)c1Oc1ccccc1	6.2	-3.0
O=C1CCCCN1c1cccc(NS(=O)(=O)c2ccccc2Cl)c1	-5.5	-2.7
O=C1C2C3C=CC(O3)C2C(=O)N1c1cc([N+](=O)[O-])ccc1Cl (configuration not stated)	6.0	3.0
CCOc1ccc(C(=O)N2CCc3c(c(C(=O)NCc4ccc(F)cc4)nn3C)C2)cc1	-10.1	-8.7
NS(=O)(=O)c1ccc(S(=O)(=O)N2CCCC2)cc1	-1.7	-1.8
COc1ccc(CCNC(=O)CCn2c(=O)[nH]c3ccsc3c2=O)cc1OC	-3.1	-1.0
Cc1noc(C2CN(C(=O)Nc3ccccc3)CC23CCN(C)CC3)n1 (configuration not stated)	-3.1	0.5
Cc1cccc2sc(NC(=O)c3cccc([N+](=O)[O-])c3)nc12	2.4	2.8
CCCN1CCN(C(=O)c2cccc3[nH]cc(CN4CCSCC4)c23)CC1	-4.1	16.1
COc1cccc(C(=O)Nc2nnc(C3CC(=O)N(c4ccc(F)cc4)C3)o2)c1 (configuration not stated)	0.4	20.7
CC(C)Sc1ccc(-c2nnc(NC(=O)Nc3ccccc3)o2)cc1	-5.8	-13.8
CCOc1cc(C)c(N)cc1C(C)C	-7.0	26.6
Cc1ccc(-c2csc3c(=O)n(CC(=O)Nc4ccccc4)cnc23)cc1	-0.5	-10.2
CCc1onc(C)c1C1CCCN1C(=O)c1cc(C2CC2)on1 (configuration not stated)	-1.4	3.6
CC1CCCC(C)N1C(=O)C1C2CCC(O2)C1C(=O)O (configuration not stated)	-9.6	-2.0
O=C1c2cccc(Cl)c2C(=O)c2cccc(Cl)c21	-3.9	3.0
